GPR7 antag = antagonists of human GPR7 (neuropeptides B/W receptor 1). P48145. GPR7-expressing cells, fluorescence antagonist assay. inhibition, % at 4.4 µM. 290,000 tested, 1.1% active. AID 1861; in the data active = inhibition above about 16%, passing the limit was not always enough;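 also: cells stimulated with the agonist NPW; 0% = agonist with vehicle and 100% = vehicle without agonist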
Target sequence (P48145 whole entry, looked up): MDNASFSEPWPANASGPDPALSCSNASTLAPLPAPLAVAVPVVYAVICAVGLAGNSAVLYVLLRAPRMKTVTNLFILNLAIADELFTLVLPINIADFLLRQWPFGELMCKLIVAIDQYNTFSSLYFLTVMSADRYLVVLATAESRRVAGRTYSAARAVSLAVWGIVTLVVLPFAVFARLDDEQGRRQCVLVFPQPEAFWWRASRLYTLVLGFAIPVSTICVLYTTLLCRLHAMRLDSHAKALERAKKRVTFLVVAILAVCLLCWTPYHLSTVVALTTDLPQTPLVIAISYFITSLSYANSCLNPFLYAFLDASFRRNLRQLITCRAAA
DNA FID counter = fluorescent intercalator displacement, NS3 helicase counter-screen; DNA fluorescent intercalator displacement, fluorescence; inhibition, % at 7.9 µM; 290,000 tested, 0.17% active; in the data active = inhibition above about 37%;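 also: 0% = vehicle and 100% = reference compound; higher means more ethidium bromide displaced from hairpin DNA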
HCV NS3 hel inh = blocks Hepatitis C virus NS3 helicase unwinding. NS3 helicase DNA unwinding, Cy5 molecular beacon fluorescence. inhibition, % at 10.9 µM. 290,000 tested, 0.56% active;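 active = inhibition above the mean of all tested compounds plus 3 SD, set per campaign, cut at about 35% in these data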;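 also: 0% = DMSO wells and 100% = thioflavine S control wells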
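System: Hepatitis C virus NS3 helicase domain fragment enzyme | Reagent: Annealed dual-labelled DNA beacon duplex, ATP-started | Compound dosing: 10.9 µM single point, 0.8% DMSO | Incubation: 1 h reaction at 25 °C, ATP-initiated | Technique: Cy5 fluorescence | Evaluation: Percent inhibition from t60/t0 fluorescence ratio | Benchmarks: Low DMSO, high thioflavine S at 110 µM | Replication: Singlicate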
VIM-2 inh = blocks Pseudomonas aeruginosa VIM-2 metallo-beta-lactamase. purified VIM-2, nitrocefin hydrolysis, epi-absorbance fluorescence. inhibition, % at 5.6 µM. AID 1527. 290,000 tested, 0.89% active;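 active = inhibition above the mean of all tested compounds plus 3 SD, cutoff set per screening run, cut at about 7.5% in these data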;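 also: red hydrolysis product quenches plate fluorescence so inhibitors raise well fluorescence; 0% = enzyme with DMSO and 100% = DMSO without enzyme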
GalR3 antag = blocks the human galanin receptor 3; 360,000 tested, 0.44% active; inhibition, % at 3 µM; O60755; HEK293 GalR3-CNG cAMP membrane potential fluorescence; galR3 body fused to GalR1 C-terminus;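 active = inhibition above the screen-wide average plus 3 SD, cut at about 13% in these data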;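 also: forskolin and galanin both at EC90 stimulate the cells; cAMP rise reported by CNG channel membrane potential dye signal; 0% = forskolin plus galanin with DMSO and 100% = forskolin alone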
IMP-1 inhibitor = blocks Pseudomonas aeruginosa IMP-1 metallo-beta-lactamase | 290,000 tested, 0.45% active | purified IMP-1, nitrocefin hydrolysis, epi-absorbance fluorescence | inhibition, % at 5.6 µM;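 active = inhibition above the mean plus 3 SD of all compounds in the same screening run, cut at about 4.5% in these data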;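 also: 0% = IMP-1 with DMSO and 100% = DMSO wells lacking enzyme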
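assay system = purified recombinant IMP-1 metallo-beta-lactamase enzyme | schedule = 15 min preincubation plus 25 min reaction at 25 °C | signal = Epi-absorbance fluorescence, 480 nm excitation, 530 nm emission | read-out basis = percent inhibition from optical density relative to buffer-blank wells | controls = IMP-1 with DMSO as 0%, enzyme-free DMSO as 100%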
PHOSPHO1 block = blocks human PHOSPHO1 phosphatase activity; Q8TCT1; recombinant PHOSPHO1, absorbance phosphatase assay; inhibition, % at 13.3 µM; 290,000 tested, 1.1% active; AID 1565; in the data active = inhibition above about 60%
Target sequence (Q8TCT1 whole entry, looked up): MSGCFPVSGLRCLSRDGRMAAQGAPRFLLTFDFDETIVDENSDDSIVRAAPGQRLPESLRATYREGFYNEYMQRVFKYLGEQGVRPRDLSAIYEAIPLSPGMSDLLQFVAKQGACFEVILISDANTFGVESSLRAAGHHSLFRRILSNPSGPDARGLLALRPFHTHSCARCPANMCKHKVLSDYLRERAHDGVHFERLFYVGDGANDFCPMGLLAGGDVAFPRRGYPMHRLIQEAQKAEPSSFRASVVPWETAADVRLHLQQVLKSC
V1aR counter = V1a receptor agonism, counter-screen for OXTR agonists; P37288; 320,000 tested, 0.25% active; activation, % at 3 µM; AID 2797; CHO-V1R cells, Fluo-8 calcium fluorescence, agonist mode; 0% DMSO, 100% 3 nM vasopressin;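 active = activation above the mean activation of all tested compounds plus 3 SD, per screening run, cut at about 20% in these data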;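 also: signal is peak over basal fluorescence ratio across a 100 second FLIPR read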
OXTR agonist = human OXTR agonism | CHO-OTR cells, Fluo-8 calcium fluorescence; normalized: DMSO 0%, oxytocin 100% | activation, % at 3 µM | 320,000 tested, 0.32% active | AID 2435;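 active = activation above the mean of all tested compounds plus 3 SD, cutoff set per screening run, cut at about 20% in these data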;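 also: peak over basal fluorescence ratio from a 100 s FLIPR kinetic read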
Target sequence (P30559 whole entry, looked up): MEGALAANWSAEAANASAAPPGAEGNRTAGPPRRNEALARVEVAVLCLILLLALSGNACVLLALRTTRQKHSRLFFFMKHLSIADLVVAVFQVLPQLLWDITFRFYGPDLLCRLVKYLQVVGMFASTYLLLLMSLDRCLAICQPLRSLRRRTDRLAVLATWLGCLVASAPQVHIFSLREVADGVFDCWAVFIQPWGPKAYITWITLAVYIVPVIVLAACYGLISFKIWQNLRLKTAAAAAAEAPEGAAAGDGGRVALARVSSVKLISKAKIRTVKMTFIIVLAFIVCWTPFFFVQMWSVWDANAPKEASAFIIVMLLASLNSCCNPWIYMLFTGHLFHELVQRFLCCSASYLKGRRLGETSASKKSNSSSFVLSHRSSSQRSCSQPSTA
An asterisk follows results filed as active; x = not tested or not shown; & = joins results of further samples. The order is random; about 4.3% have a hit in one of these screens.

SMILES	GPR7 antag	DNA FID counter	HCV NS3 hel inh	VIM-2 inh	GalR3 antag	IMP-1 inhibitor	PHOSPHO1 block	V1aR counter	OXTR agonist
COc1ccc(C(CC(=O)N2CCCC2)c2ccc(F)cc2)cc1 (stereo unspecified)	-11	-35	-2	-1.8	4	-3.5	x	0.2	-0.8
COc1ccc(N(CC(=O)NCC(C)C)S(=O)(=O)c2ccccc2)cc1	-4	-10	-6	-7.9	-7	-5.0	8	-0.8	-0.6
CCOC(=O)C1=C(C)C(c2ccccc2O)NC(=O)N1 (stereo unspecified)	-4	-5	7	-2.6	-3	-1.7	-26	-0.2	0.3
O=C(Oc1cccc(N2C(=O)CCC2=O)c1)C1CC(=O)N(c2ccc(Br)cc2)C1 (stereo unspecified)	-6	-1	-4	-0.8	1	0.8	48	2.1	1.5
CC(=O)Nc1ccc(S(=O)(=O)N(C)c2nc3ccccc3nc2Cl)cc1	-15	-7	-6	1.4	-8	-0.6	36	11	9.9
CCc1ccc(Nc2cc(C)nc3nc(C)nn23)cc1	-11	-21	6	7.0	1	-4.8	14	-1.7	-2.7
COc1cc(C2NC(=S)NC(O)(C(F)(F)F)C2C(=O)c2cccs2)cc(OC)c1O (stereo unspecified)	-8	-5	-6	-3.8	1	-2.3	-3	0.6	-0.2
O=C(CN1CCN(C(=O)c2ccco2)CC1)Nc1ccccc1	6	1	4	-1.5	-7	-0.8	32	2.7	1.2
COc1cccc(NC(=O)C2CC(=O)N=C(N)S2)c1 (stereo unspecified)	-8	-1	3	-4.0	-5	-2.1	-1	1.4	1.0
O=C(CSc1ccc(F)cc1)Nc1ccccc1Br	-12	-8	-6	-2.4	2	-3.2	16	-1.4	-2.5
CCC(CC)N1CCN(C(=O)c2cc(OC)c(OC)c(OC)c2)CC1	-14	0	6	-1.2	-11	0.3	19	0.3	0.6
C=CCOC(=O)C1=C(C)NC(SCC(=O)NC(=O)OCC)=C(C#N)C1c1cccnc1 (stereo unspecified)	-12	-25	3	-0.8	-4&-3	-3.0	78*	0.3	-0.6
O=C(CCS(=O)(=O)Cc1ccccc1)NCc1ccco1	-10	-2	4	-4.3	-8	-2.6	0	-0.1	-0.5
Cc1ccc(-n2cc(CNCCN3CCOC3=O)c(-c3cccc(C)c3)n2)cc1	4	25	-43	-1.6	-5	-3.4	3	0.6	3.8
O=C(CSc1nc(C2CC2)nc2ccccc12)N1CCCCC1	-2	-30	-5	3.9	-6	0.8	-15	-0.2	-2.0
CC(=O)N1CC(C)Oc2ccc(S(=O)(=O)NC(CC(=O)O)c3ccccc3C)cc21 (stereo unspecified)	-14	-18	1	-2.3	-8	-2.5	65*	0.0	0.6
CCC(=O)c1ccc(OCC(O)CN2CCCCC2)cc1 (stereo unspecified)	1	8	6	-4.8	-7	-1.9	24	1.4	0.0
CSc1nnc2ccc(-c3ccc(C)cc3)nn12	1	-22	8	6.7	-10	-2.7	7	-1.9	-2.8
O=C(CCl)Oc1ccc2occ(C(=O)c3cccs3)c2c1	-2	-1	-6	-2.3	-5	-2.1	9	0.1	-1.3
CCCCCCCCC(=O)NCCOc1ccc(OC)cc1	-6	-12	-3	-4.2	2	-2.4	11	-1.3	-1.8
Cc1ccccc1C1CCCN(Cc2nc(C3CC3)no2)C1 (stereo unspecified)	-4	-6	-7	0.9	1	-1.9	14	-0.2	-1.9
NC(=O)COC(=O)CSc1ccc2ccccc2c1	-8	-2	-7	0.1	7	-1.4	7	2.0	0.7
CCN(CCO)Cc1cc(=O)oc2cc3c(cc12)CCC3	-11	-10	-3	-0.8	-4	-3.4	26	-0.1	0.1
O=C(CSc1cccc[n+]1[O-])NC1CCCCCCC1	-5	-1	14	-3.0	-7	-2.4	24	0.1	0.6
CN(CCCNC(=O)CSc1cc(=O)n(C)c2cc(Cl)ccc12)Cc1ccccc1	21*	31	2	5.0	-10	0.8	-19	4.7	-0.8

The list continues:
SMILES	GPR7 antag	DNA FID counter	HCV NS3 hel inh	VIM-2 inh	GalR3 antag	IMP-1 inhibitor	PHOSPHO1 block	V1aR counter	OXTR agonist
CCOc1cc(CNCc2ccccn2)ccc1OCC(=O)NC1CCCCC1	2	1	-4	-0.3	-2	-3.6	-5	1.2	1.5
CCn1c(COc2ccccc2OC)nnc1SCC(=O)NC1CCCC1	-17	-34	11	-4.7	-10	-1.4	31	0.6	-0.3
CC1CCN(S(=O)(=O)c2ccc(C(C)C)cc2)CC1	6	-8	2	0.2	-7	-2.4	3	-1.2	-2.2
O=C(CCn1nnc(-c2cccs2)n1)NC1CCCCC1	-6	-6	0	-3.3	-9	-2.2	14	-1.1	-0.7
CC1CCN(c2ccc([N+](=O)[O-])cc2C(=O)O)CC1	-3	-1	-1	0.1	-4	-1.5	-26	-0.3	1.0
CCOC(=O)c1sc(NC(=O)Cc2ccc(C)cc2)nc1C	0	-6	-7	-2.1	-7	-3.8	62*	-0.7	-2.2
CCCSc1ccc2nc(-c3ccccc3)cn2c1	-13	-13	-1	-1.2	0	-2.9	-12	-0.7	-2.8
COc1ccc(S(=O)(=O)NC(C)C(=O)Nc2ccc3c(c2)OCO3)cc1OC (stereo unspecified)	-11	2	0	-1.1	-4	-2.4	27	0.6	0.9
CCC(CC)NC(=O)c1cc2c(C)nn(Cc3ccccc3Cl)c2s1	-12	-14	-6	-0.3	0	-2.0	5	-0.8	-1.6
O=c1[nH]cnc2c1cnn2Cc1ccccc1	-2	0	7	-1.6	-2	-4.0	-12	0.3	-0.4
CCOC(=O)c1ccc(NS(=O)(=O)CC)cc1	-6	-5	-2	-2.9	-5	-3.6	16	0.7	0.7
Cc1cc(C(=O)CN2C(=O)c3ccccc3S2(=O)=O)c(C)n1-c1ccccc1	-9	-14	4	-1.1	-3	3.1	-7	-0.8	0.8
O=C(COc1ccc(C(F)(F)F)cc1[N+](=O)[O-])Nc1cccc(C(F)(F)F)c1	-2	1	-14	-3.1	0	-1.4	10	0.1	-0.8
O=C(O)CSc1c(-c2ccccc2)[nH]c2ccccc12	-9	6	-1	0.1	-5	-1.3	-5	1.6	1.0
O=C(CNS(=O)(=O)c1cccs1)N1CCN(c2ccccc2F)CC1	8	-14	10	-2.2	-7	-3.0	35	3.8	1.3
COc1ccc(NC(=O)N(Cc2ccc3c(c2)OCO3)C2CC(=O)N(c3ccc(OC)cc3)C2=O)cc1 (stereo unspecified)	-6	-4	0	-2.0	-4	-2.7	9	0.7	1.0
CC1CN(C(=S)Nc2cccc(Cl)c2Cl)CC(C)O1 (stereo unspecified)	-8	-8	-4	-1.5	-5	-1.4	28	7.6	-1.0
O=C(CS(=O)c1cccc(Cl)c1)Nc1ccccc1Cl (stereo unspecified)	-15	-7	0	-2.9	-1	-2.0	42	-0.8	-1.2
O=C(CCCn1cnc([N+](=O)[O-])n1)Nc1cccc2ccccc12	-1	16	-12	0.8	-6	37*	4	-0.4	-0.1
COc1ccc(S(=O)(=O)NCCc2csc(-c3cccnc3)n2)cc1	12	-10	6	-4.7	x	-3.1	42	0.6	1.1
Cn1nc2c(c1C(=O)O)CCCC2	-1	-4	1	-1.0	1	-1.2	0	0.3	0.6
CCn1c(=O)c(=O)n(CC)c2cc(S(=O)(=O)Nc3cc(C)ccc3C)ccc21	4	-24	3	1.3	-7	-1.5	18	-0.2	-1.4
Cc1ccc2nc(-c3ccc(NC(=S)NC(=O)C(C)C)cc3)sc2c1	-1	-7	-2	-3.8	-9	-2.2	-24	-0.3	0.8
O=C(Nc1nnc(-c2ccncc2)s1)Nc1ccccc1F	3	-1	-5	-0.2	-6	-0.4	29	1.4	5.5
CSc1ccccc1OCc1cc(C(=O)N(C)Cc2nonc2C)no1	3	-39	-3	-0.1	2	-2.9	36	2.8	-0.3

Compounds above that contain a nitro group on carbon (three):
SMILES	GPR7 antag	DNA FID counter	HCV NS3 hel inh	VIM-2 inh	GalR3 antag	IMP-1 inhibitor	PHOSPHO1 block	V1aR counter	OXTR agonist
CC1CCN(c2ccc([N+](=O)[O-])cc2C(=O)O)CC1	-3	-1	-1	0.1	-4	-1.5	-26	-0.3	1.0
O=C(COc1ccc(C(F)(F)F)cc1[N+](=O)[O-])Nc1cccc(C(F)(F)F)c1	-2	1	-14	-3.1	0	-1.4	10	0.1	-0.8
O=C(CCCn1cnc([N+](=O)[O-])n1)Nc1cccc2ccccc12	-1	16	-12	0.8	-6	37*	4	-0.4	-0.1

The list goes on:
SMILES	GPR7 antag	DNA FID counter	HCV NS3 hel inh	VIM-2 inh	GalR3 antag	IMP-1 inhibitor	PHOSPHO1 block	V1aR counter	OXTR agonist
CCCCn1cc([N+](=O)[O-])nc1C	-12	-1	-3	-2.9	4	-3.5	20	1.6	1.0
Oc1c(C(c2ccccc2)N2CCc3ccccc3C2)sc2ncnn12 (stereo unspecified)	-10	-9	10	-3.0	x	-3.4	-8	1.0	0.1
Nc1n[nH]c(=S)n1/N=C1/C(=O)Nc2ccccc21	-1	0	-2	-6.8	3	-5.3	43	x	x
Cn1c(=O)c(/C=C/c2ccccc2)nc2ccccc21	4	-9	-2	1.0	-2	-1.6	10	1.1	0.5
Cc1ccc(NC2CCCN(C(=O)CN3C(=O)c4ccccc4C3=O)C2)cc1C (stereo unspecified)	-24	-31	-4	-1.4	0	-1.9	33	0.2	-0.5
COC(c1ccccc1)c1nnc(CCC(=O)NCCC(C)C)o1 (stereo unspecified)	-3	-5	6	-4.1	5	-3.0	2	0.9	0.8
COC(=O)NC1(C(F)(F)F)NC(=O)N(C2CCCCC2)C1=O (stereo unspecified)	-8	0	3	-4.9	6	-2.4	-63	0.8	1.7
COc1ccccc1N1CCN(CC(=O)NC(=O)NCc2ccco2)CC1	-10	-13	5	-2.8	-4	-1.7	-2	0.5	0.4
Cc1ccc(-c2ocnc2C(=O)Nc2ccccc2C(=O)N2CCCC2)cc1	4	-34	-3	-1.1	-7	-0.8	42	0.2	-0.3
CC(NC(=O)Cc1cccc(C(F)(F)F)c1)c1ccc(F)cc1 (stereo unspecified)	27*	-10	2	1.9	-3	0.5	12	-0.3	-1.6
COC(=O)c1cc(NC(=O)Cc2cccs2)cc(C(=O)OC)c1	-12	-6	14	1.0	0	-0.7	30	0.1	-1.0
COCCCNC(=O)c1c(NC(=O)c2cccs2)sc2c1CCCC2	8	-2	3	-2.6	2	-0.2	38	-1.1	-1.9
O=C(COC(=O)C1=COCCO1)Nc1ncc(C(F)(F)F)cc1Cl	-4	-3	8	-1.3	0	0.8	-5	0.0	1.5
O=C1NC(=O)C2(CCCc3ccccc32)N1 (stereo unspecified)	-8	0	-2	-1.9	-7	-3.8	36	0.4	1.5
C/C(=N\NC(=O)c1nn(C)c(C)c1Br)c1cccc(NC(=O)c2ccc(F)cc2)c1	1	-8	-1	-3.1	1	-3.5	-2	0.8	-2.3
CC/C(CC(=O)C(F)(F)F)=N\NC(=O)/C(C#N)=C/N(C)C	-18	-6	8	-4.2	-4	-3.8	37	-0.1	0.4
CCC/C(=N\NC(=O)C1CC1)c1ccc(Br)cc1	-5	-13	1	-2.2	-6	-2.2	8	-0.7	-1.8

Screens: PubChem BioAssay, several laboratories
